Screens as filed in PubChem.
UBC9 SUMO inh = blocks human SUMOylation mediated by UBC9 | AID 2006 | inhibition, % at 35 µM | HTRF SUMOylation assay, SAE1/SAE2 + UBC9, in vitro | actives 0.36% (n = 290,000); in the data active = inhibition above about 50%, passing the limit was not always enough; note: strong numbers were not always called active
HCV NS3 hel inh = blocks Hepatitis C virus NS3 helicase unwinding | actives 0.56% (n = 290,000) | NS3 helicase DNA unwinding, Cy5 molecular beacon fluorescence | inhibition, % at 10.9 µM;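 active = inhibition above the mean of all tested compounds plus 3 SD, set per campaign, cut at about 35% in these data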;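 note: 0% = DMSO wells and 100% = thioflavine S control wells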
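Measured by: Cy5 fluorescence, 0 and 60 min reads / Assay system: NS3 helicase fragment of HCV / Control set: low DMSO, high thioflavine S at 110 µM / Times: 1 h reaction at 25 °C, ATP-initiated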
GalR3 antag = antagonists of human GalR3. HEK293 GalR3-CNG cAMP membrane potential fluorescence; galR3 body fused to GalR1 C-terminus. inhibition, % at 3 µM. actives 0.44% (n = 360,000). AID 651719;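 active = inhibition above the screen-wide average plus 3 SD, cut at about 13% in these data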;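 note: forskolin and galanin both at EC90 stimulate the cells; cAMP rise reported by CNG channel membrane potential dye signal; 0% = forskolin plus galanin with DMSO and 100% = forskolin alone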
p-CIP stab down = compounds decreasing mouse p/CIP protein stability; Q05BA5; F442A p/CIP-EGFP cells, EGFP fluorescence, 16 h; decrease of EGFP signal, % at 10 µM; actives 0.01% (n = 290,000); AID 1984;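 active = EGFP signal decrease of at least 30% at 10 µM or well 3 SD below plate mean, unless failing retest; inactive = the rest, including hits failing retest or dose response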; note: some compounds called inactive have numbers as strong as hits; many of its hits are not listed in these tables
Target sequence (Q05BA5 1-1403): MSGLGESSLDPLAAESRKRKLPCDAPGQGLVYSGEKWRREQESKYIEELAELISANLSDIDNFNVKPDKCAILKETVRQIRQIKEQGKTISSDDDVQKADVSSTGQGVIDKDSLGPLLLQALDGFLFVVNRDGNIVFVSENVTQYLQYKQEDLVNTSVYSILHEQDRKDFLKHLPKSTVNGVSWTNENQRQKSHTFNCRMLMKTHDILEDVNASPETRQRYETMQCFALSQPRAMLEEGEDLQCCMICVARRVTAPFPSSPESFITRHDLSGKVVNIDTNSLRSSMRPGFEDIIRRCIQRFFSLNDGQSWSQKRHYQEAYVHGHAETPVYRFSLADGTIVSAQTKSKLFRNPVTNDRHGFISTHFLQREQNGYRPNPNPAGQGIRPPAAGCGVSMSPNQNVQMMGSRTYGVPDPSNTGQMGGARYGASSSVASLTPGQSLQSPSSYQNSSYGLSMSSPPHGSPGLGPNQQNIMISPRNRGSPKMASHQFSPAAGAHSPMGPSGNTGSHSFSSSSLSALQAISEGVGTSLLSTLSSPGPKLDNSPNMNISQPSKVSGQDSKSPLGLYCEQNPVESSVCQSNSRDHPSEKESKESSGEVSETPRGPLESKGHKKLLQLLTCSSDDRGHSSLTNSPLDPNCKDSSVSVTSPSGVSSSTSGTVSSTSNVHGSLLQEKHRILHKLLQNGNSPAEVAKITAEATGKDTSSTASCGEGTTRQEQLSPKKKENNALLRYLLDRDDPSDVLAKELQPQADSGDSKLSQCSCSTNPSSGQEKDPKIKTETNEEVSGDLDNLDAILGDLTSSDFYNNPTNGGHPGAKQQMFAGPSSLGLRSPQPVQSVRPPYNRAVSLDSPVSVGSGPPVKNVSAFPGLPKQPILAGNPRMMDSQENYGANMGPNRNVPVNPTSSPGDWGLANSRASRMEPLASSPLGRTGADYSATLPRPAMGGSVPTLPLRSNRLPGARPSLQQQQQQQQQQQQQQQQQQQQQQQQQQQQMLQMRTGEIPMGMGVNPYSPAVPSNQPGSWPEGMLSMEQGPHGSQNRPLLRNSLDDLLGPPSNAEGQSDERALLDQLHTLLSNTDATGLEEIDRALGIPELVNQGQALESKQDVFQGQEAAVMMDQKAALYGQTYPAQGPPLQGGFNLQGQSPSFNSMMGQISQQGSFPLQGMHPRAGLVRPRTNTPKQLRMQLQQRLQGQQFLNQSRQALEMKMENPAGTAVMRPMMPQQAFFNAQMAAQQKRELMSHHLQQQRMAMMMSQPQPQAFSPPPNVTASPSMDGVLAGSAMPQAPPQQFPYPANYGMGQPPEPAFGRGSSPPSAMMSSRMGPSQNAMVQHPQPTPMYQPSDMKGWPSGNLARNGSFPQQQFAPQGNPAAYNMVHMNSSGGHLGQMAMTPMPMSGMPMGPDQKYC
CRFR2-BP antag = antagonists of CRF-binding protein/CRF-R2 receptor complex; HEK293 CRF-R2/CRF-BP, CRF-induced calcium fluorescence; inhibition, % at 11.8 µM; actives 0.59% (n = 350,000);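 active = inhibition of the ligand-induced calcium signal above about 50% at the single tested concentration, limit read from the data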
IDE inh = inhibits human insulin-degrading enzyme in HEK cells; P14735; FAbetaB cleavage, fluorescence polarization; inhibition, % at 5.59 µM; actives 0.41% (n = 320,000);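 active = percent inhibition above the average of all tested compounds plus 3 SD, set per screening campaign, cut at about 16% in these data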;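 note: IDE supplied by intact live HEK cells; FP after avidin binding of uncleaved biotin substrate so inhibition keeps polarization high; 0% = DMSO wells and 100% = 60 µM reference IDE inhibitor Ii1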
IDE cell activ = activators of human insulin-degrading enzyme in cells | P14735 | activation, % at 5.96 µM | HEK cells, FAbeta-B cleavage, fluorescence polarization; 0% vehicle, 100% cell-free pure enzyme wells | actives 0.073% (n = 340,000);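 active = activation above the mean of all tested compounds plus 3 SD, set per screening campaign, cut at about 17% in these data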
VIM-2 inh = blocks Pseudomonas aeruginosa VIM-2 metallo-beta-lactamase; purified VIM-2, nitrocefin hydrolysis, epi-absorbance fluorescence; actives 0.89% (n = 290,000); inhibition, % at 5.6 µM;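 active = inhibition above the mean of all tested compounds plus 3 SD, cutoff set per screening run, cut at about 7.5% in these data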;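 note: red hydrolysis product quenches plate fluorescence so inhibitors raise well fluorescence; 0% = enzyme with DMSO and 100% = DMSO without enzyme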
IMP-1 inhibitor = inhibitors of Pseudomonas aeruginosa IMP-1 metallo-beta-lactamase; purified IMP-1, nitrocefin hydrolysis, epi-absorbance fluorescence; inhibition, % at 5.6 µM; actives 0.45% (n = 290,000);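 active = inhibition above the mean plus 3 SD of all compounds in the same screening run, cut at about 4.5% in these data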;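 note: 0% = IMP-1 with DMSO and 100% = DMSO wells lacking enzyme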
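Assay system: purified recombinant IMP-1 beta-lactamase. Input: IMP-1 0.2 nM before substrate addition. Buffer or medium: Zinc- and detergent-supplemented HEPES buffer, pH 7.1. Schedule: 25 °C, 15 min preincubation, 25 min reaction. Signal: Epi-absorbance fluorescence, 480 nm excitation, 530 nm emission. Evaluation: percent inhibition from optical density relative to buffer-blank wells.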
Active calls of the source: *; / = not tested or not shown.

1) CN1CCN(NC(=O)CC(C)(C)C)CC1
2) Cc1ccc(NC(=O)CSc2nnc(C3CC3)n2CC2CCCO2)cc1C (centres undefined)
3) O=C(Nc1cccnc1)c1noc2c1CCCCC2
4) CC1CCN(S(=O)(=O)N2CCN(C(=O)c3ccc4c(c3)OCO4)CC2)CC1
5) COc1ccc(CCN2C(=O)C3CC=C(C)CC3C2=O)cc1OC (centres undefined)
6) NC(=O)c1ccc(NC(=O)CC23CC4CC(CC(Br)(C4)C2)C3)cc1
7) Cc1ccc2[nH]c(C)cc(=S)c2c1
8) Cc1cccc(C2=N/C(=C/c3cccs3)C(=O)O2)c1

compound no.,1,2,3,4,5,6,7,8
UBC9 SUMO inh,1,-6,15,7,-3,-1,20,3
HCV NS3 hel inh,8,-2,-23,9,-6,1,-14,8
GalR3 antag,-6,-7,/,-10,0,-8,-1,-3
p-CIP stab down,0,-7,0,-8,-4,6,10,-1
CRFR2-BP antag,-6,-1,-8,-9,11,-15,-16,-23
IDE inh,3,-2,-5,1,2,8,/,-4
IDE cell activ,3,1,2,3,0,1,-1,2
VIM-2 inh,-2.6,0.3,-1.9,-1.2,-3.0,-5.2,-0.1,0.3
IMP-1 inhibitor,-2.8,-0.7,-3.4,-1.1,-1.4,-2.5,-2.4,-0.4

9) Cc1csc(SC(C)C(=O)Nc2ccc(F)cc2Cl)n1 (centres undefined)
10) NC(=O)COC(=O)c1ccccc1OCc1ccccc1Cl
11) CCOC(=O)C1CCCN(CCC(=O)Nc2ccc(C)c(C)c2)C1 (centres undefined)
12) Clc1ccc(Cl)c(OCCCCNCc2ccccc2)c1
13) Cc1ccccc1NC(=S)N(CCCN1CCOCC1)Cc1cccnc1
14) CC(=O)c1cccc(NC(=S)NC(=O)c2cccc(Cl)c2)c1
15) O=[N+]([O-])c1ccc(O)c(C2=NNC(c3ccccc3F)C2)c1 (centres undefined)
16) CCOc1cc(N2CCOCC2)c(OCC)cc1NC(=O)COC(=O)c1cc(C)oc1C

compound no.,9,10,11,12,13,14,15,16
UBC9 SUMO inh,/,-7,6,-1,9,-16,14,3
HCV NS3 hel inh,/,3,7,-60,1,5,9,-2
GalR3 antag,1,-3,-7,-8,-5,11,-7,5
p-CIP stab down,/,15,2,-5,0,0,-12,2
CRFR2-BP antag,-1,13,-37,-73,17,-42,-9,-5
IDE inh,9,1,1,-2,-4,5,4,2
IDE cell activ,4,8,5,6,-4,2,6,3
VIM-2 inh,/,-3.7,-2.8,-1.6,-1.1,-0.6,-3.5,-0.2
IMP-1 inhibitor,/,-2.0,-1.1,-4.4,-1.8,-0.2,-2.8,-0.7

17) O=S(=O)(NCc1ccccc1)NCc1cccc(C(F)(F)F)c1
18) COc1ccccc1NC(=O)CSc1nnc(Cn2nnc(-c3ccccc3)n2)n1-c1ccccc1
19) Cc1nnc(SCC(=O)Nc2cc(C(F)(F)F)ccc2Cl)n1C
20) Cc1ccccc1CN1CCC(Oc2ccc(C(=O)N3CCCC3)cc2)CC1
21) CC1=NN(C(=O)c2ccc(Br)cc2)C(O)(C(F)(F)OC(F)(F)F)C1 (centres undefined)
22) COc1ccc(CC(=O)N/N=C(\C)CC(=O)NCc2ccco2)cc1OC
23) COc1ccc(-c2nc(C#N)c(N3CCN(c4cccc(Cl)c4)CC3)o2)cc1OC
24) COc1cccc(-c2ccc(NC(=O)C3CCCN(Cc4cnn(C(C)C)c4)C3)cc2)c1 (centres undefined)

compound no.,17,18,19,20,21,22,23,24
UBC9 SUMO inh,-7,-26,4,-3,-5,-2,-22,-6
HCV NS3 hel inh,-4,-10,-5,-5,1,0,/,-41
GalR3 antag,-2,-9,-9,-1,-3,0,-8,-3
p-CIP stab down,-10,3,-27,-1,0,6,8,-13
CRFR2-BP antag,13,-10,0,-11,50*,1,7,-9
IDE inh,-2,-4,-4,3,-10,8,2,2
IDE cell activ,6,6,0,-2,5,1,5,-2
VIM-2 inh,-0.8,-2.5,-0.6,-3.9,-2.7,-3.7,/,-1.5
IMP-1 inhibitor,-2.5,-2.4,-4.1,-1.2,-2.9,-2.7,/,-3.0

4 structures out of the list, ordered by number of heavy atoms, low to high.
17) O=S(=O)(NCc1ccccc1)NCc1cccc(C(F)(F)F)c1
21) CC1=NN(C(=O)c2ccc(Br)cc2)C(O)(C(F)(F)OC(F)(F)F)C1 (centres undefined)
22) COc1ccc(CC(=O)N/N=C(\C)CC(=O)NCc2ccco2)cc1OC
24) COc1cccc(-c2ccc(NC(=O)C3CCCN(Cc4cnn(C(C)C)c4)C3)cc2)c1 (centres undefined)

compound no.,17,21,22,24
UBC9 SUMO inh,-7,-5,-2,-6
HCV NS3 hel inh,-4,1,0,-41
GalR3 antag,-2,-3,0,-3
p-CIP stab down,-10,0,6,-13
CRFR2-BP antag,13,50*,1,-9
IDE inh,-2,-10,8,2
IDE cell activ,6,5,1,-2
VIM-2 inh,-0.8,-2.7,-3.7,-1.5
IMP-1 inhibitor,-2.5,-2.9,-2.7,-3.0

(continued)
25) O=C1CC2(CCN(C(=O)C(=O)c3c[nH]c4ccccc34)CC2)Oc2ccccc21
26) O=C(N/N=C/C=C\c1ccco1)c1ccccn1
27) NS(=O)(=O)c1ccc(NNC(=O)c2ccc(Br)o2)c([N+](=O)[O-])c1
28) CCn1c(CN2c3ccccc3Sc3ccccc32)n[nH]c1=S
29) Cn1nc(C(=O)NCc2cccc(F)c2)cc1C(=O)NCc1cccc(F)c1
30) O=C(N/N=C/c1ccccc1[N+](=O)[O-])C(=O)N1CCCC1
31) Cc1ccc(NC(=O)CN2C(=O)N/C(=C/c3cccn3-c3ccc(C(=O)O)cc3)C2=O)cc1
32) COC(=O)c1sc(N)c(C(=O)OC)c1COC(=O)CCNS(=O)(=O)c1ccc(C)cc1

compound no.,25,26,27,28,29,30,31,32
UBC9 SUMO inh,-8,36,/,-8,/,0,/,-9
HCV NS3 hel inh,-4,31,/,-8,/,-6,33,-8
GalR3 antag,0,-6,3,1,-5,-1,-1,-8
p-CIP stab down,-7,-8,/,-8,/,-1,2,4
CRFR2-BP antag,-14,-16,9,-15,-1,7,-24,-6
IDE inh,7,-2,4,1,5,4,10,-2
IDE cell activ,-5,-3,5,-1,-5,1,9,3
VIM-2 inh,-0.7,1.3,/,-3.3,/,-0.9,1.2,-4.5
IMP-1 inhibitor,-3.5,-3.2,/,-1.8,/,-0.8,-1.7,-2.2

33) CN(C)CCOc1ncnc2c1oc1ccccc12
34) Cc1csc(NC(=O)CSc2nncc(=O)n2N)n1
35) Cc1nc2c(oc3ccccc32)c(=O)o1
36) CCN(CC)C(=O)C1CCCN(C/C=C/c2ccccc2[N+](=O)[O-])C1 (centres undefined)
37) COc1ccc2cc(CCl)c(Cl)nc2c1
38) CC(=O)NC(c1ccco1)c1ccc2cccnc2c1O (centres undefined)
39) COc1ccc(NC2CCCN(C(=O)CN3CCOC3=O)C2)cc1 (centres undefined)
40) CCCCCn1c(=O)[nH]c2cc(C(=O)NCCc3ccc(OC)c(OC)c3)ccc2c1=O

compound no.,33,34,35,36,37,38,39,40
UBC9 SUMO inh,8,10,35,-1,0,-36,-3,21
HCV NS3 hel inh,-3,10,2,15,10,0,-6,-9
GalR3 antag,-7,-5,-4,-11,-7,/,2,-3
p-CIP stab down,6,2,-5,1,-8,7,-3,-21
CRFR2-BP antag,-3,-3,15,7,-6,9,-9,26
IDE inh,-4,2,-4,4,0,-2,2,0
IDE cell activ,0,7,4,1,-3,2,4,7
VIM-2 inh,3.4,-3.1,-3.2,-2.0,-1.8,-4.6,-2.4,-4.4
IMP-1 inhibitor,0.7,-3.4,-1.4,-1.7,-0.3,-4.0,-2.9,-4.2

41) CC1(C)N=C(c2ccc(Cl)cc2Cl)C(=O)N1
42) O=C(COC(=O)c1ccccc1Cc1ccccc1)NC1CCS(=O)(=O)C1 (centres undefined)
43) COCCCn1cnc2c(c1=O)c1nc3ccccc3nc1n2-c1ccccc1
44) Cc1ccc(CNC(=O)C(=O)NCC2OCCN2S(=O)(=O)c2ccc(Cl)cc2)cc1 (centres undefined)
45) CCC1CCCCN1CCCNC(=O)CN1C(=O)CSc2ccc(S(=O)(=O)N3CCC(C)CC3)cc21 (centres undefined)
46) CC1CCc2nc(/C(C#N)=C/c3cccnc3)sc2C1 (centres undefined)
47) O=C(CN1C(=O)COc2ccc(S(=O)(=O)N3CCCCC3)cc21)NCc1ccccc1Cl
48) COC(=O)c1ccccc1NC(=O)c1noc2c1CCCC2

compound no.,41,42,43,44,45,46,47,48
UBC9 SUMO inh,10,14,18,-2,11,29,/,4
HCV NS3 hel inh,-2,7,4,1,-55,11,-1,2
GalR3 antag,-2,-1,2,-2,-7,-6,7,-7
p-CIP stab down,-2,-5,-6,-26,-9,14,-7,-6
CRFR2-BP antag,10,-2,6,3,-9,-21,-5,-3
IDE inh,2,-1,-4,-1,10,4,0,1
IDE cell activ,5,2,-2,-1,2,-5,0,5
VIM-2 inh,-1.6,0.7,1.1,-2.8,-5.3,-2.4,-0.5,2.2
IMP-1 inhibitor,-2.3,1.5,-1.0,-5.8,-2.1,-1.0,-0.7,-0.6

49) Cc1ccc(S(=O)(=O)N(CC(=O)N2CCc3ccccc3C2)c2ccc(Cl)c(Cl)c2)cc1
50) C#CC[N+]1(CC#Cc2cccc(C)c2)CCCCC1
51) O=C(CNC1CC1)Nc1cc(C(F)(F)F)ccc1Cl
52) CCOC(=O)N1CCC(N(CCOC)C(=O)Nc2ccc(CC)cc2)CC1

compound no.,49,50,51,52
UBC9 SUMO inh,-21,-3,2,20
HCV NS3 hel inh,-1,4,-9,-3
GalR3 antag,-7,1,2,-4
p-CIP stab down,4,-11,1,-7
CRFR2-BP antag,-85,-3,2,-13
IDE inh,7,5,-1,0
IDE cell activ,1,1,4,2
VIM-2 inh,-0.9,-0.6,-1.5,-1.2
IMP-1 inhibitor,-3.0,-2.9,-1.2,-0.8
